Assay outcomes (PubChem BioAssay)
EPAC2 ag: qHTS for Agonist of cAMP-regulated guanine nucleotide exchange factor 4 (EPAC2): primary screen; Potency, µM (titrated, usually from 154 µM), for the others: at the highest dose activation, hits mostly activators; Rap guanine nucleotide exchange factor 4 (Homo sapiens), Q8WZA2; AID 720711, 2013; 360,000 tested, 0.079% active; EPAC2 activation, biochemical qHTS; response scale: 100% = 6.5 mM cAMP response; further: nearly all actives have a fitted effect of over 50% in size
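Nucleotide exchange monitored as fluorescence drop when BODIPY-GDP leaves Rap1B. Reaction: 100 nM EPAC2, 250 nM RAP1B-BODIPY-GDP, 50 uM GDP, room temperature, kinetic read over 30 min. Activity expressed relative to 6.5 mM cAMP.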
EPAC1 antag: qHTS for Antagonist of cAMP-regulated guanine nucleotide exchange factor 3 (EPAC1): primary screen; 360,000 tested, 0.14% active; EPAC1 GEF assay, Rap1b-BODIPY-GDP exchange fluorescence; AID 720709, 2013; Potency, µM (top dose mostly 115 µM), without a hit: at the top dose activity change, negative = inhibition, actives largely listed as inhibitors; Rap guanine nucleotide exchange factor 3 (Homo sapiens), O95398;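 further: plate controls were vehicle for no effect and positive control for full effect; nearly all actives have a fitted effect of over 50% in size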
Target sequence (O95398 whole entry, looked up): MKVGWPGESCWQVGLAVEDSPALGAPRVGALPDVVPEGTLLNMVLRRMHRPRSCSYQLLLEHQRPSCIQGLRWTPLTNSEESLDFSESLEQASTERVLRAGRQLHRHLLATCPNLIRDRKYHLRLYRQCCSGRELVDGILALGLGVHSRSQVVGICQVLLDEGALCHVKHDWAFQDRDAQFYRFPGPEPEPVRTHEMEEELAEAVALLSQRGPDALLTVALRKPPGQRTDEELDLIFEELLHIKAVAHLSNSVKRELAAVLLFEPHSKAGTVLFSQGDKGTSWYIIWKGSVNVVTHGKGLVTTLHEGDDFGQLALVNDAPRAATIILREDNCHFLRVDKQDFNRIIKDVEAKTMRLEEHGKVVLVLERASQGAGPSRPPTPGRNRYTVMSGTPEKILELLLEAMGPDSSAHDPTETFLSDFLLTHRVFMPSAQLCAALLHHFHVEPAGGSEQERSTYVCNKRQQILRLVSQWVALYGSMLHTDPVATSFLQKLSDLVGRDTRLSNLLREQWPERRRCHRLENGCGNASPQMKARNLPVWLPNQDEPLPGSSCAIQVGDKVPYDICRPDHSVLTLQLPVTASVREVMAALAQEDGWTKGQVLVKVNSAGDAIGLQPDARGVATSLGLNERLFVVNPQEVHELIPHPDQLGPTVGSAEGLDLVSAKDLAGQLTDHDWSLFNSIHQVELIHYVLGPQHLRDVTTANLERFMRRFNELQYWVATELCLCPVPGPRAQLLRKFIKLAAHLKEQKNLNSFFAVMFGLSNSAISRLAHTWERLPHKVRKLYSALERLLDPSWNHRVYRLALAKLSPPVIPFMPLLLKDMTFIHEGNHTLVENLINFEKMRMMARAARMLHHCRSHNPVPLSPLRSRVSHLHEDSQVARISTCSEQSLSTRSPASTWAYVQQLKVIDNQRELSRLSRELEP
EPAC1 agonist: qHTS for Agonist of cAMP-regulated guanine nucleotide exchange factor 3 (EPAC1): primary screen; Rap guanine nucleotide exchange factor 3 (Homo sapiens), O95398; EPAC1 agonist qHTS, biochemical assay; response scale: 100% = response to 6.5 mM cAMP; Potency, µM (highest dose often 154 µM), without a hit: top-dose activation, usual class: activators; 360,000 tested, 0.073% active; further: nearly all actives have a fitted effect of over 60% in size
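Multi-concentration qHTS readout: loss of Rap1B-bound BODIPY-GDP fluorescence driven by 100 nM EPAC1 with excess GDP (50 uM), monitored kinetically at room temperature; agonist response expressed relative to 6.5 mM cAMP.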
PTHR1 ag: qHTS for PTHR1 Agonists: Primary Screen. Parathyroid hormone/parathyroid hormone-related peptide receptor (Homo sapiens), Q03431. HEK293 GP2 PTHR1 cells, GloSensor cAMP luminescence, 1 h. Potency, µM (doses to about 115 µM), without a hit: top-dose activation, most hits filed as activators. 410,000 tested, 0.075% active; further: nearly all actives have a fitted effect of over 55% in size; some results filed as inactive show a strong effect at the top dose; inactives centre near -15; many of its hits are not listed in these tables
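HEK-293-derived GP2 cells expressing PTHR1 and a GloSensor cAMP reporter, 3,000/well, plated overnight, given luciferin plus IBMX (each 0.5 mM as added) for 1 h at 37 °C, then compound for 1 h at 37 °C. Luminescence was read after 15 min at room temperature.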
aSyn yeast inh: qHTS of alpha-syn Inhibitors. Yeast expressing alpha-synuclein, growth rescue, BacTiter-Glo, 24 h. Potency, µM (highest dose often 46.1 µM), for the others: top-dose growth rescue (activation), actives largely listed as activators. 370,000 tested, 0.14% active; further: % of control where 0% means no effect; nearly all actives have a fitted effect of over 65% in size
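Galactose-induced alpha-syn yeast (OD600=0.02, raffinose-pregrown) + pinned cpd, 24 hr, 30 deg C; growth by BacTiter-Glo luminescence. Growth restoration scores as activation.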
EPAC2 antag: qHTS for Antagonist of cAMP-regulated guanine nucleotide exchange factor 2 (EPAC2): primary screen; Rap guanine nucleotide exchange factor 4 (Homo sapiens), Q8WZA2; EPAC2 GEF exchange of Rap1B-BODIPY-GDP, fluorescence; Potency, µM (highest dose often 114 µM), for inactives: at the highest dose activity, negative = inhibition, usual class: inhibitors; 360,000 tested, 0.18% active; further: on the % scale 0 is the no-effect control and ±100 the full control effect; nearly all actives have a fitted effect of over 45% in size; many of its hits are not listed in these tables
FUS suppressor: qHTS for Suppressors of FUS Proteinopathy: Primary screen using FUS-linked yeast assay. S. cerevisiae FUS-expressing, growth rescue, OD600, 24 h. Potency, µM (titrated, usually from 76.6 µM), without a hit: at the highest dose growth rescue (activation), actives largely listed as activators. 390,000 tested, 0.24% active. AID 1347120, 2019;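 further: plate controls were DMSO vehicle for no effect and reference control for full effect; nearly all actives have a fitted effect of over 55% in size; some results filed as inactive show a strong effect at the top dose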
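Galactose (2%) drives FUS expression in yeast precultured in raffinose; seeding density OD 0.005. Test compounds incubated 24hr at 30C and 99% humidity before absorbance at 600 nm was measured.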
TDP43 rescue: qHTS of TDP-43 Inhibitors | TDP-43 expressing yeast growth rescue, BacTiter-Glo, 24 h | Potency, µM (highest dose often 46.1 µM), for the others: at the highest dose growth rescue (activation), actives largely listed as activators | 410,000 tested, 1.8% active | AID 652104, 2013; further: % of control where 0% means no effect; nearly all actives have a fitted effect of over 50% in size
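Readout is BacTiter-Glo luminescence of cell growth, so inhibitors register as activators. TDP-43-expressing yeast at OD600=0.02 in galactose medium, after raffinose pregrowth to mid-log, were incubated with compound for 24 hr at 30 deg C.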
* hit, by the source's call; i = inactive; ? = inconclusive; · = not tested or not shown; & = joins results of further samples; [ ] = another dose, or the depositor's remark. The call rests on the fitted dose curve; in most records, active means well fitted curve in the direction sought with a large enough effect; inconclusive means small, poorly fitted or top-dose-only effect, or another doubt; inactive means no such curve, though single readings can be large; an effect the other way counts as inactive or inconclusive. Potency means the concentration at half of the fitted maximal effect. An excerpt (hit frequency here may not be typical).

SMILES	EPAC2 ag	EPAC1 antag	EPAC1 agonist	PTHR1 ag	aSyn yeast inh	EPAC2 antag	FUS suppressor	TDP43 rescue
COc1ccccc1Nc1c2c(nc3ccccc13)CCC2	-9%	10%	-5%	i	-9%	-1%	19%	-22%
CC(C)CN(CCCNC(=O)CN1C(=O)COc2ccc(S(=O)(=O)N3CCCC3)cc21)CC(C)C	2%	-5%	-2%	-23%	0%	0%	-17%	18%
C=C(C)CN1CCN(S(=O)(=O)c2ccc(C)c(N(C)S(=O)(=O)c3ccc(C)cc3)c2C)CC1	15%	-14%	-14%	-14%	1%	-1%	18%	-16%
O=C(CSc1nc(C(F)(F)F)cc(=O)[nH]1)Nc1ccc2c(c1)OCCO2	-1%	-9%	-5%	i	1%	7%	-17%	20%
COc1ccccc1CNC(=O)c1ccc(CS(=O)(=O)c2ccc(C)cc2)o1	-3%	-14%	3%	0%	8%	-11%	23%	22%
Cc1ccccc1C(=O)/C=C1\NC(=O)CS1	3%	8%	3%	i	-6%	4%	16%	4%
Cc1ccccc1NC(=O)NNC(=O)CCc1ccccc1	9%	-3%	-3%	-1%	-5%	-5%	0%	2%
O=C(c1cc2ccccc2oc1=O)N(Cc1ccc(F)cc1)C1CCS(=O)(=O)C1 (centres undefined)	7%	-2%	13%	-6%	4%	2%	-7%	5%
Cc1nc(CCNC(=O)CC2C(=O)NCCN2Cc2ccccc2F)sc1C (centres undefined)	-8%	4%	-8%	-3%	0%	-2%	12%	-8%
CC(=O)c1ccc(S(=O)(=O)N2CCN(C(=O)c3ccccc3Cc3ccccc3)CC2)cc1	9%	-12%	0%	-2%	0%	-1%	16%	16%
O=C(NCc1ccc(Cl)cc1)C1CCN(S(=O)(=O)N2CCOCC2)CC1	4%	-10%	4%	i	10%	8%	-3%	4%
CC(=O)c1cccc(OCC(=O)NC2CCCCCC2)c1	4%	-5%	2%	i	2%	8%	-2%	8%
CCC(C)n1cnc2c(=O)oc3ccccc3c21 (centres undefined)	3%	15%	-2%	i	1%	21%	3%	-16%
NC(=O)c1c(NC(=O)CCCC(=O)O)sc2c1CCCCCC2	0%	-7%	7%	22%	-9%	-1%	·	-8%
CC1CCC(NC(=O)c2[nH]c(C(F)(F)F)nc2-c2ccccc2)CC1 (centres undefined)	1%	-8%	-8%	-17%	-2%	5%	7%	0%
CNC(=O)CCn1nc(-c2ccc(Cl)cc2)c2ccccc2c1=O	15%	0%	-3%	i	2%	-4%	10%	-12%
CCCCC(=O)Nc1ccnc(-c2cccnc2)n1	2%	8%	2%	6%[57.5 µM]	-1%	15%	25%	-9%
CCC(NC(=O)NC1CCCCC1)c1ccccc1 (centres undefined)	9%	-9%	-4%	-7%	-3%	-6%	17%	1%
CCCCNc1nc(Cl)nc(Nc2ccc(C)cc2)n1	0%	17%	-6%	i	-1%	0%	-5%	5%
Cc1ccsc1C(=O)C1CCCN(Cc2cc(F)ccc2-n2cccn2)C1 (centres undefined)	16%	-25%	12%	-15%	-10%	-14%	26%	-18%
C=CCn1c(Sc2nc(C)cs2)nc2c1c(=O)[nH]c(=O)n2C	4%	17%	0%	i	-12%	11%	7%	-21%
CCCCOC(=O)CSCC(=O)N1N=C(c2cccs2)CC1c1ccc(F)cc1 (centres undefined)	13%	-26%	6%	-3%	19%	-14%	13%	23%
Cc1c(NC(=O)C2CCCN(S(=O)(=O)c3cnc[nH]3)C2)c(=O)n(-c2ccccc2)n1C (centres undefined)	3%	-22%	-8%	-26%	-7%	8%	0%	23%
Cc1ccc(NC(=O)CSc2nc(C)c(Cc3ccccc3)c(=O)[nH]2)cc1C	-7%	-16%	0%	-39%&-56%[inhibitor]	5%	-10%	-34%&-22%	15%&20%
COc1ccccc1N1CCN(C(=O)C2CCN(C(=O)c3ccc(C(C)(C)C)cc3)CC2)CC1	5%	11%	-13%	-13%	13%	2%	38%	20%
(cont.)
SMILES	EPAC2 ag	EPAC1 antag	EPAC1 agonist	PTHR1 ag	aSyn yeast inh	EPAC2 antag	FUS suppressor	TDP43 rescue
Cc1ccc(/C=N/NC(=O)c2ccccn2)s1	5%	-2%	3%	-44%[inhibitor]	-11%	3%	·	-21%
CSCCC(NC(=O)c1cccc([N+](=O)[O-])c1)C(=O)O (centres undefined)	10%	-11%	4%	i	-1%	-1%	-18%	20%
CN1CCN(C(=O)c2cc(Br)cn2C)CC1	3%	4%	3%	i	1%	4%	17%	14%
COc1cccc(C2=NOC(C(=O)NC(C)(C)C)C2)c1 (centres undefined)	1%	0%	5%	-10%[57.5 µM]	0%	0%	7%	0%
COc1ccc(-c2ccc(-c3noc(-c4ccco4)n3)c(OC)n2)cc1	-13%	6%	1%	-18%	-8%	9%	?	-14%
CCCCCCCCCc1conc1C(=O)/C=C/c1oc2c(c1C)CCC(C)C2 (centres undefined)	-18%	1%	-26%	-45%	3%	?	28%	12%
CN(C)c1ccc(CC(=O)N2CCCC(c3cc(C(=O)Nc4ccc5c(c4)OCO5)no3)C2)cc1 (centres undefined)	18%	-5%	3%	-25%	-3%	2%	19%	23%
CCCC(=Nc1ccccc1)C1=C(O)C(C(=O)OC)C(C)(C)CC1=O (centres undefined)	5%	0%	11%	1%[57.5 µM]	-12%	-4%	-23%	-30%[inhibitor]
Cc1ccc(SCc2cc(=O)[nH]c(SCC(=O)Nc3cc(Cl)ccc3Cl)n2)cc1	6%	-2%	-4%	-10%	-3%	-3%	-6%	-13%
COCCNC(=O)CCCC(=O)NCCOC	4%	-11%	5%	18%	-3%	2%	·	0%
C=CCSc1nc2ccccc2n1S(=O)(=O)c1ccc(Cl)cc1	-2%	-14%	8%	i	-8%	-4%	-51%	5%
O=C(NC12CC3CC(CC(C3)C1)C2)c1cc(F)c(F)cc1Cl	1%	-2%	-6%	-38%[inhibitor]	1%	4%	-9%	17%
COCCN(CC1CCCN(C2Cc3ccccc3C2)C1)C(=O)c1ccc(C(C)=O)cc1 (centres undefined)	12%	-14%	-6%	9%	-1%	5%	9%	0%
O=C(Nc1ccc2c(c1)Cc1ccccc1-2)c1cccnc1	4%	-16%	11%	-17%	-26%	-10%	7%	?
Cc1ccc(N(CC(=O)N2CCOCC2)S(C)(=O)=O)cc1	6%	10%	4%	i	20%	3%	-10%	12%
CC[C@@]1(c2cccc(C)c2)C(=O)N(C(=O)OC)N1C(=O)OC	2%	-6%	6%	-27%	5%	3%	-27%	19%
Cc1csc(SCC(=O)Nc2ccc3c(c2)OCCO3)n1	7%	-12%	3%	i	-1%	14%	16%	-3%
COc1ccccc1N1CCN(C(=O)C2CCCN(c3ncnc4c3nc3n4CCCCC3)C2)CC1 (centres undefined)	-2%	-16%	-8%	-33%[inhibitor]	-1%	7%	-6%	23%
CCOC(=O)C1CCN(C(=O)COc2ccc(S(=O)(=O)N3CCOCC3)cc2)CC1	11%	0%	10%	-33%[inhibitor]	-2%	9%	9%	-6%
COCCCn1c(=O)c2ccccc2n(Cc2cccc(C)c2)c1=O	8%	8%	10%	-9%	1%	?	3%	?
CCOC(=O)c1cc(C(=O)NCc2ccc(Cl)cc2Cl)nn1C	10%	-18%	-10%	-12%	4%	-16%	15%	?
COc1ccc(NC(=S)Nc2ccc3cn[nH]c3c2)cc1	-13%	-17%	1%	i	-11%	-5%	17%	1%
O=C(CSc1nnc(-c2ccccc2)n1Cc1ccco1)NCc1ccc2c(c1)OCO2	-12%	6%	2%	i	0%	-2%[57.1 µM]	-4%	1%
COc1ccc(-c2csc(NC(=S)NC(=O)/C=C/c3ccco3)n2)cc1Br	2%	0%	13%	i	-2%	-7%	45%	-5%
CCN(CC)c1ccc(/C=c2\sc3nnc(-c4ccccc4Cl)n3c2=O)cc1	0%	20%	11%	i	0%	32%[activator]	17%	16%
Additional results.
SMILES	EPAC2 ag	EPAC1 antag	EPAC1 agonist	PTHR1 ag	aSyn yeast inh	EPAC2 antag	FUS suppressor	TDP43 rescue
CCc1ccc(C(O)c2ncc(-c3cccc(C(F)(F)F)c3)[nH]2)cc1 (centres undefined)	-7%	?	-13%	i	1%	-11%	5%	2%
CC(=O)NCCc1ccc(S(=O)(=O)N2CCCC2)cc1	7%	14%	1%	-2%[57.5 µM]	1%	20%	19%	-8%
Cc1cc(C)c2c(=O)[nH]c(SCC(=O)c3ccc(C(C)C)cc3)nc2n1	-6%	1%	-6%	-66%[inhibitor][57.5 µM]	1%	4%[57.1 µM]	19%	-3%
CCOc1ccc(NC(=O)Nc2cc(C)ccc2OC)cc1	-11%	7%	1%	-8%[57.5 µM]	-10%	-1%	15%	16%
COC(=O)CCC(=O)OC1(C)C(=O)C2=CN(C3CCCC3)C(c3ccc(OC)cc3)=CC2=C(Br)C1=O (centres undefined)	10%	2%	-13%	0%	8%	-20%	?	-16%
COc1ccccc1CN1CCC(CNS(=O)(=O)c2cc(-c3cc(C)no3)ccc2OC)CC1	6%	-14%	10%	-2%	6%	2%	13%	0%
Cc1cc2nc(C3CCCCC3)c(CC(C)(C)C)n2c(C)c1Br	3%	18%	-11%	-3%	-22%	-5%	-31%	18%
COC(=O)c1ccccc1NC(=O)NCCc1ccc(OC)c(OC)c1	-3%	-24%	3%	i	-1%	-2%	2%	?

Single entries from the entries so far:
Entry for `COc1ccccc1CNC(=O)c1ccc(CS(=O)(=O)c2ccc(C)cc2)o1` in TDP43 rescue: 22%
Entry for `CC1CCC(NC(=O)c2[nH]c(C(F)(F)F)nc2-c2ccccc2)CC1` (centres undefined) in PTHR1 ag: -17%
